# Screening data: PubChem, National Center for Advancing Translational Sciences (NCATS)
# Tau ThT inhib = tau fibrillization inhibition (ThT binding). Potency, µM (doses to about 57.4 µM), inactives show at the highest dose activity, negative = inhibition, most hits filed as inhibitors. recombinant tau K18 P301L, heparin-induced fibrillization, ThT fluorescence. AID 1460. P10636. 2.1% of 270,000 active; further: nearly all actives have a fitted effect of over 55% in size
# Target sequence (P10636 561-689 P618L limits assumed): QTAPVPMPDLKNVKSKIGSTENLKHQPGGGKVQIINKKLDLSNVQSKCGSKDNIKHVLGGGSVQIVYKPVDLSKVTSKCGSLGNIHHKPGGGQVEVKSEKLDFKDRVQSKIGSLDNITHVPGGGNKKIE
#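 Heparin-induced fibrillization of the P301L-mutant K18 repeat-domain fragment of human tau was followed by ThT binding in quantitative high-throughput format.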
# L3MBTL1 inh = blocks human L3MBTL1; Q9Y468; AlphaScreen L3MBTL1–H3K9me1 peptide binding; Potency, µM (series often up to 57.1 µM), without a hit: top-dose activity, negative = inhibition, actives largely listed as inhibitors; 0.66% of 230,000 active; further: nearly all actives have a fitted effect of over 60% in size
#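 AlphaScreen assay: L3MBTL1 (50 nM final) was preincubated 30 min at room temperature with biotinylated H3(1-15)K9me1 peptide (75 nM final), then 30 min with library compounds; streptavidin donor and nickel chelate acceptor beads (10 ug/mL final) added, 30 min dark.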
# Tau fluor cs = counter-screen for tau fibril formation inhibitors; 0.93% of 280,000 active; tau K18 P301L Alexa594 fluorescence, heparin fibrillization; Potency, µM (highest dose often 57.7 µM), for inactives: top-dose activity change, negative = decrease; further: nearly all actives have a fitted effect of over 55% in size
#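 Human tau K18 P301L (15 uM unlabeled, 0.24 uM Alexa 594-labeled) in 100 mM sodium acetate pH 7 with 20 uM heparin, 6 hr at 37 C. ThT 30 uM added, 1 hr ambient; Alexa 594 FP and total fluorescence read at 555/632 nm.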
# ALDH1A1 inh = ALDH1A1 (human) enzyme inhibition | P00352 | Purified ALDH1A1, NADH fluorescence, propionaldehyde substrate | Potency, µM (highest dose often 75.3 µM), for the others: at the top dose activity, negative = inhibition, actives largely listed as inhibitors | 7.3% of 220,000 active; active means well fitted inhibition curve with a large enough effect, not every such curve was filed as active; inconclusive means small, poorly fitted or top-dose-only effect, or another doubt; inactive means no such curve, though single readings can be large or run the other way;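 further: plate controls were no enzyme wells and a reference inhibitor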
# Target sequence (P00352 whole entry, looked up): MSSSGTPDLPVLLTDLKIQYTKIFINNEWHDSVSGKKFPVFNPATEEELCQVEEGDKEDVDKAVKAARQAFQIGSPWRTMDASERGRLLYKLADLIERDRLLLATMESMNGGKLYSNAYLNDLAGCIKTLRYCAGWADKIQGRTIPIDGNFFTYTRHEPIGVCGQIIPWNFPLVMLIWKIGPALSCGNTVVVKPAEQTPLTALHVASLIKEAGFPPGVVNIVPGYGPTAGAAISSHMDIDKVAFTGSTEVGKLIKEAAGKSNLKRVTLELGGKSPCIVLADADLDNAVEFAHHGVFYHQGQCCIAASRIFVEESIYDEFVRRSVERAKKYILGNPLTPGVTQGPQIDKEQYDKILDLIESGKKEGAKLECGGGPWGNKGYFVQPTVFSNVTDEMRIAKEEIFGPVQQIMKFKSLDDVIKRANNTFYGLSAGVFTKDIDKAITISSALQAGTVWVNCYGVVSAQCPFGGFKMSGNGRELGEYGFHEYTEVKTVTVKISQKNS
# TR SRC2 fluor cs = counter-screen for TRb-SRC2 inhibitors: fluorescence interference; AID 1479; TRb/SRC2 Texas Red total fluorescence interference; Potency, µM (highest dose often 106 µM), without a hit: at the top dose fluorescence change, negative = quenching; 0.29% of 280,000 active; active means well fitted curve in either direction with a large enough effect; inconclusive means small, poorly fitted or top-dose-only effect
#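 Human TRb ligand-binding domain at 0.6 uM with 20 nM Texas Red SRC2 peptide in Tris buffer containing 1 uM T3 and 5% DMSO, incubated with compound 5 h at ambient temperature. Total fluorescence (555/632 nm) calculated as parallel + 2 × perpendicular.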
# Tau fibril FP = inhibitors of human tau fibril formation | K18 P301L tau heparin fibrillization, Alexa594 FP, 6 h | Potency, µM (highest dose often 57.7 µM), without a hit: at the highest dose activity, negative = inhibition, usual class: inhibitors | 0.39% of 280,000 active | AID 1468; further: nearly all actives have a fitted effect of over 55% in size
#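 K18 P301L tau (15 uM unlabeled/0.24 uM Alexa 594-labeled, final) + compound + heparin 20 uM final; 100 mM NaOAc pH 7; 6 hr 37 C; ThT 30 uM final added, 1 hr RT; FP ex 555/em 632 nm.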
# aGal spleen mod = inhibits or activates alpha-galactosidase in human spleen homogenate. P06280. human spleen homogenate, 4MU-alpha-Gal fluorescence, 40 min. Potency, µM (titrated, usually from 80 µM), without a hit: at the highest dose activity change, negative = inhibition, most hits filed as inhibitors. 0.008% of 240,000 active;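 further: 0% = enzyme with vehicle and -100% = no enzyme basal signal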
# Target sequence (P06280 32-429 limits assumed): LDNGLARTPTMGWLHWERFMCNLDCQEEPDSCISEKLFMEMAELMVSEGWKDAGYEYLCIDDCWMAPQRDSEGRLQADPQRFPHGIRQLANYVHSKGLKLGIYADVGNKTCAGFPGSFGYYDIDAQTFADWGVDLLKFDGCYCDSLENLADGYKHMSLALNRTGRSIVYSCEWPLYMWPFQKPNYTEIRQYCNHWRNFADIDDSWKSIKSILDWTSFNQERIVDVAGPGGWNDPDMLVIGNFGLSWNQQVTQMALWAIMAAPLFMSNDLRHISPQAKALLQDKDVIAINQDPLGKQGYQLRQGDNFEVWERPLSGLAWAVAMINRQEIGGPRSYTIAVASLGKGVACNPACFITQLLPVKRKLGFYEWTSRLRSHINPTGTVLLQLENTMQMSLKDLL
#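 Human spleen homogenate (1 ug) as enzyme source, 4-methylumbelliferyl-alpha-D-galactopyranoside 1 mM final, citrate/phosphate pH 5.0 with 0.01% Tween-20. Compounds 40 min at 37C, NaOH/glycine stop; fluorescence Ex 365/Em 440, Hill-fit AC50.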
# TRb SRC2 PPI = inhibitors of human thyroid hormone receptor beta-SRC2 interaction; P10828; TRbeta-SRC2 peptide binding, fluorescence polarization; receptor liganded with 1 µM T3; Potency, µM (series often up to 106 µM), inactives show at the top dose activity change, negative = inhibition, hits mostly inhibitors; 0.065% of 280,000 active; AID 1469;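 further: plate controls were bound peptide for no effect and peptide without receptor for full effect; nearly all actives have a fitted effect of over 50% in size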
#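 A fluorescence polarization screen tested compounds at multiple concentrations against complex formation between 0.6 uM TRb ligand-binding domain and 20 nM Texas Red SRC2 peptide, with 1 uM T3 present; readout after 5 hr.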
# An asterisk follows results filed as active; ? = inconclusive; / = no result given; [ ] = remark or other dose. Unless noted, the call rests on the fitted dose curve; in most records, active means well fitted curve in the direction sought with a large enough effect; inconclusive means small, poorly fitted or top-dose-only effect, or another doubt; inactive means no such curve, though single readings can be large; an effect the other way counts as inactive or inconclusive. Unless noted, on the % scale 0 is the no-effect control and ±100 the full control effect; potency means the concentration at half of the fitted maximal effect.
item	canonical_smiles	Tau ThT inhib	L3MBTL1 inh	Tau fluor cs	ALDH1A1 inh	TR SRC2 fluor cs	Tau fibril FP	aGal spleen mod	TRb SRC2 PPI
1	O=C(CN1CCOCC1)Nc1ccc2c(c1)CCC2	/	/	10%	/	-2%	-3%	1%	-6%
2	COc1ccc(CCC(=O)NCc2ccco2)cc1	?	?	-3%	?	-7%	-12%	-11%	-6%
3	COc1ccc(C(=O)NCC(c2ccc(N(C)C)cc2)N2CCOCC2)cc1 (centres undefined)	?	/	?	/	-2%	-7%	/	8%
4	CCn1cc(C(=O)NCCc2ccccc2)c(=O)c2cc(S(=O)(=O)N3CCCCCC3)ccc21	-5%	/	-14%	/	-1%	-9%	/	-6%
5	Cc1cc(C)cc(NC(=O)c2nccnc2C(=O)O)c1	?	/	-6%	?	1%	-1%	-4%	-7%
6	O=C(COc1ccccc1)n1nc(-c2ccc(Cl)cc2)nc1NCc1ccco1	-1%	-10%	5%	?	-2%	0%	1%	-6%
7	CC(C)(C)n1nc2c(c1NC(=O)c1cc3ccccc3o1)CSC2	-2%	6%	9%	10%	0%	7%	3%	2%
8	Cc1ccccc1OCC(=O)N(Cc1ccc(C(C)C)cc1)C1CCS(=O)(=O)C1 (centres undefined)	-11%	/	-12%	/	-23%	-1%	/	5%
9	Cc1ccc(NC(=O)COC(=O)c2cc(C)nc3ccccc23)c([N+](=O)[O-])c1	-4%	4%	-2%	9%	-4%	-3%	9%	0%
10	CS(=O)(=O)Nc1ccc(C(=O)Nc2ccccc2Sc2ccccc2)cc1	0%	-2%	?	?	-10%	-7%	20%	-2%

# Down the list, as entered above.
# Compounds 1 to 8 in Tau fibril FP, in turn: -3%, -12%, -7%, -9%, -1%, 0%, 7%, -1%

# More entries follow.
item	canonical_smiles	Tau ThT inhib	L3MBTL1 inh	Tau fluor cs	ALDH1A1 inh	TR SRC2 fluor cs	Tau fibril FP	aGal spleen mod	TRb SRC2 PPI
11	Nc1nc(NCc2ccco2)nn1-c1ccccc1	-2%	0%	6%	-1%	1%	-1%	-3%	-5%
12	COCc1c(Br)c(C)nc(OCC(=O)N/N=C/c2cc(C)n(-c3ccc([N+](=O)[O-])cc3)c2C)c1C#N	-17%	-12%	-15%	-9%	1%	9%	-7%	0%
13	CN1CCC(OC(=O)c2ccco2)CC1	0%	3%	-3%	10%	0%	-4%	-4%	4%
14	COc1ccc(NC(=O)OC(CN2CCCCC2)C(F)(F)F)cc1 (centres undefined)	-5%	39%[activator]	-6%	-5%	/	-5%	-1%	/
15	CC1CCN(CCCCOc2ccc(C(=O)c3ccccc3)cc2)CC1	-8%	/	-14%	?	3%	6%	1%	-10%
16	Cc1cnc(C)c(N2CCN(Cc3nc(-c4ccccc4)no3)CC2)n1	-13%	?	-20%	5%	-3%	-2%	6%	-2%
17	COc1cc(C)nc(NC(=O)COc2ccc(Cl)cc2C)n1	-3%	3%	5%	6%	-1%	8%	11%	-20%
18	COC(=O)C1OC(=O)C2OC23[C@]2(C)C(OC(C)=O)CC4C(C)(C)C(=O)CC[C@]4(C)C2CC[C@@]13C (some centres undefined)	?	/	?	-3%	-2%	?	-5%	0%
19	CCCCCC(=O)Oc1cccc(N2C(=O)C3CCCCC3C2=O)c1 (centres undefined)	-1%	/	-9%	-5%	-2%	7%	1%	0%
20	CC1(C)C2CCC1(CS(=O)(=O)Nc1ccc(S(=O)(=O)N3CCCCC3)cc1)C(=O)C2 (centres undefined)	-9%	9%	-20%	?	-8%	-1%	0%	1%
21	O/N=C(\c1ccc(Cl)cc1Cl)c1ncc(C(F)(F)F)cc1Cl	?	/	?	?	1%	-14%	-5%	0%
22	O=C(NC1CCCc2ccccc21)C1CCN(S(=O)(=O)c2cccc3nsnc23)CC1 (centres undefined)	-10%	8%	4%	13%	-1%	2%	4%	2%
23	CCC(=O)Nc1nc(C)c(-c2csc(Nc3ccc(S(=O)(=O)Nc4cc(C)on4)cc3)n2)s1	-16%	/	-21%	-5%	-11%	12%	-2%	4%
24	CCOc1ccc(C(CC(=O)O)NC(=O)C23CC4CC(CC(C4)C2)C3)cc1OC (centres undefined)	2%	/	-2%	3%	0%	-7%	-3%	4%
25	COc1ccc(CCN(C)CCC(=O)Nc2ccc(C)cc2)cc1OC	8%	1%	6%	-4%	1%	-3%	-5%	3%
26	Cc1ccc(C(=O)Nc2ccc(F)cc2)cc1S(=O)(=O)N1CCCCCC1	-3%	/	?	/	5%	?	/	2%
27	Cc1ccc(NC(=S)NNc2ncc(C(F)(F)F)cc2Cl)cc1	-13%	7%	-15%	10µM*	1%	7%	-2%	-4%
28	CC(NC(=O)CSc1nc(-c2cccc(Cl)c2)nc2cc(=O)[nH]n12)c1nc2ccccc2n1C (centres undefined)	3%	/	-1%	/	4%	-3%	/	7%
29	CC(C)CC(c1nnnn1CC1CCCO1)N1CCN(c2nc3ccccc3s2)CC1 (centres undefined)	-16%	2%	-9%	-1%	-1%	0%	7%	8%
30	O=C(Nc1cccc(Cl)c1Cl)c1cc2nc(-c3ccc(Cl)cc3)cc(C(F)(F)F)n2n1	-15%	/	-4%	/	0%	-4%	/	10%
31	O=C(Cc1ccccc1)Nc1ccc(NC(=O)c2ccco2)nc1	-13%	4%	-11%	4%	-5%	3%	2%	-2%
32	COc1ccc(NCc2nnc(SCC#N)n2-c2ccccc2OC)cc1	-3%	-1%	1%	5%	-6%	1%	5%	-1%
33	CN(C)S(=O)(=O)Oc1ccc(C(=O)Nc2cccc(Cl)c2)cc1	9%	72%[activator]	6%	?	0%	1%	-11%	-5%
34	CN(C)c1nc(Cl)cc(N2CCOCC2)n1	-6%	5%	1%	4%	-1%	-6%	10%	0%
35	C/C(=N\Nc1ccccn1)c1cccs1	-7%	-14%	-7%	-1%	0%	3%	0%	-2%
36	CCN(C(=O)Cn1cc(S(=O)(=O)Cc2ccccc2Cl)c2ccccc21)c1ccccc1	-7%	/	-18%	/	6%	0%	/	8%
37	COc1cc(Cl)c(C)cc1NC(=O)Cn1ncc2c(=O)oc3ccccc3c21	-8%	/	-16%	/	0%	-4%	/	-8%
38	Cc1nc2ccc(S(=O)(=O)N(CC(=O)Nc3cccc(C)c3C)Cc3ccccc3)cc2s1	13%	/	3%	/	0%	-12%	/	0%
39	O=C(Nc1cccnc1)c1noc2c1CCCCC2	-8%	-7%	2%	?	1%	-3%	4%	-5%
40	COc1ccc(CNC(=O)CCc2c(C)nc3c(c2C)c(=O)n(C)c(=O)n3C)cc1	-6%	/	-7%	/	?	-6%	/	-2%
41	O=C(Cc1ccccc1)N1CCNCC1	0%	-14%	1%	-9%	-7%	11%	8%	-4%
42	Cc1cc(Nc2ccc(F)c(Cl)c2)n2nc(C)nc2n1	-9%	9%	-7%	-1%	1%	-2%	2%	2%
43	COc1ccc(Cl)cc1NC(=O)Nc1cccc([N+](=O)[O-])c1C	?	-1%	-16%	-4%	-2%	?	8%	1%
44	NS(=O)(=O)c1ccc(NC(=O)COC(=O)c2ccco2)cc1	10%	-2%	9%	1%	-6%	11%	0%	-7%
45	CCCc1cc(Nc2cccc(OCC)c2)n2ncnc2n1	-6%	0%	1%	9%	-7%	0%	-5%	-8%
46	CCCCN1C(=O)C(=O)NC[C@@H]1C(C)O (some centres undefined)	0%	/	6%	/	-3%	4%	5%	2%
47	Cc1oc(C)c2c(=O)ccc3c(c12)OC(N)=C(C#N)C3c1ccc(F)cc1 (centres undefined)	25µM*	28µM*	?	14µM*	1%	?	2%	9%
48	COc1ccccc1CNC(=O)CCCN1C(=O)CSc2c1c(C)nn2-c1ccccc1	-9%	/	0%	/	-6%	6%	/	1%
49	CCOC(=O)c1c(NC(=O)CSc2ncnc3ccccc23)sc(C(C)=O)c1C	-16%	-1%	-6%	-15%	-4%[53 µM]	3%	-6%	3%[53 µM]
50	Cc1ccccc1N(C(=O)c1csnn1)C(C(=O)NC(C)(C)C)c1cccs1 (centres undefined)	6%	-17%	-3%	2%	-3%	0%[2.34 µM]	12%	4%

# Single records, as listed above. Values in the order: Tau ThT inhib, L3MBTL1 inh, Tau fluor cs, ALDH1A1 inh, TR SRC2 fluor cs, Tau fibril FP, aGal spleen mod, TRb SRC2 PPI
# Record of O=C(Cc1ccccc1)N1CCNCC1 → 0%, -14%, 1%, -9%, -7%, 11%, 8%, -4%
# Record of CCCCN1C(=O)C(=O)NC[C@@H]1C(C)O (some centres undefined) → 0%, /, 6%, /, -3%, 4%, 5%, 2%
# Record of Cc1ccccc1N(C(=O)c1csnn1)C(C(=O)NC(C)(C)C)c1cccs1 (centres undefined) → 6%, -17%, -3%, 2%, -3%, 0%[2.34 µM], 12%, 4%

# (continued)
item	canonical_smiles	Tau ThT inhib	L3MBTL1 inh	Tau fluor cs	ALDH1A1 inh	TR SRC2 fluor cs	Tau fibril FP	aGal spleen mod	TRb SRC2 PPI
51	O=C(Nc1onc2c1CCCC2)c1ccc(Cl)cc1	-8%	/	-15%	/	-1%	-7%	/	6%
52	CSc1ncc(Cl)c(C(=O)Nc2sc3c(c2C(=O)NCc2ccco2)CCCC3)n1	?	2%	-1%	-12%	2%	9%	1%	6%
53	CCn1cc(C(=O)N2CCN(c3ccccc3)CC2)c(=O)c2cc(S(=O)(=O)N3CCC(C)CC3)ccc21	-9%	/	-11%	/	0%	-1%	/	-1%
54	COc1ccc(N2CC(C(=O)Nc3nnc(SCC(=O)c4ccccc4)s3)CC2=O)cc1 (centres undefined)	-16%	-10%	-22%	?	-2%[53 µM]	2%	1%	-4%[53 µM]
55	O=C(CSc1nnc2ccccn12)c1ccccc1	-10%	10%	-4%	10µM*	0%	-1%	-11%	9%
56	CS/C(N)=N/N=C/c1ccc([N+](=O)[O-])cc1	?	7%	-4%	?	-4%	2%	5%	-13%
57	COC(=O)[C@H](Cc1ccccc1)NC(=O)NCc1ccccc1	-4%	-2%	-5%	/	-1%	3%	2%	1%
58	Cc1c(C(=O)O)oc2c1-c1nn(Cc3ccc(Cl)cc3)cc1CC2	?	/	-13%	/	1%	-2%	/	2%
59	Cc1cccnc1NC1(C(F)(F)F)N=C2SCCN2C1=O (centres undefined)	-11%	/	-11%	10%	-1%	-1%	-2%	3%
60	COc1ccc(S(=O)(=O)NNC(=O)C(=O)NNc2ccccn2)cc1	?	-13%	-12%	0%	0%	-11%	2%	1%
